TDP43 rescue: TDP-43 toxicity inhibition in yeast; TDP-43 expressing yeast growth rescue, BacTiter-Glo, 24 h; Potency, µM (doses to about 46.1 µM), for inactives: at the top dose growth rescue (activation), usual class: activators; 1.8% of 410,000 active; AID 652104; also: potency is read from the fitted curve at half-maximal effect; % of control where 0% means no effect; nearly all actives have a fitted effect of over 50% in size
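In this qHTS, compounds that restore growth of yeast expressing TDP-43 appear as activators. Cells (OD600=0.02, galactose medium, raffinose-pregrown) are incubated with compound 24 hr at 30 deg C and growth is quantified by BacTiter-Glo.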
KB-V1 MDR tox: kills drug-selected multidrug resistant KB-V1 cells; 3.4% of 400,000 active; Potency, µM (doses to about 46.1 µM), inactives show top-dose activity change, negative = cytotoxicity, hits mostly cytotoxic; KB-V1 MDR cells viability, CellTiter-Glo, 72 h; also: potency is read from the fitted curve at half-maximal effect; % is scaled to controls: 0 for no effect and ±100 for the full control effect; nearly all actives have a fitted effect of over 60% in size
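Cytotoxicity toward P-gp-expressing KB-V1 cells was determined as loss of CellTiter-Glo luminescence after 72 h at 37 degrees C. Compounds were tested in quantitative HTS format across a concentration range, with curves fitted to normalized data.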
GLP-1R inv ag: acts as inverse agonist at human GLP-1 receptor. P43220. HEK293 GLP-1R CRE-luciferase, luminescence, 24 h; GLP-1R form is constitutively active. Potency, µM (top dose mostly 38.3 µM), for inactives: at the top dose activity change, negative = inhibition, usual class: inhibitors. 1.6% of 410,000 active; also: potency is read from the fitted curve at half-maximal effect; % is scaled to controls: 0 for no effect and ±100 for the full control effect; nearly all actives have a fitted effect of over 55% in size
Target sequence (P43220 whole entry, looked up): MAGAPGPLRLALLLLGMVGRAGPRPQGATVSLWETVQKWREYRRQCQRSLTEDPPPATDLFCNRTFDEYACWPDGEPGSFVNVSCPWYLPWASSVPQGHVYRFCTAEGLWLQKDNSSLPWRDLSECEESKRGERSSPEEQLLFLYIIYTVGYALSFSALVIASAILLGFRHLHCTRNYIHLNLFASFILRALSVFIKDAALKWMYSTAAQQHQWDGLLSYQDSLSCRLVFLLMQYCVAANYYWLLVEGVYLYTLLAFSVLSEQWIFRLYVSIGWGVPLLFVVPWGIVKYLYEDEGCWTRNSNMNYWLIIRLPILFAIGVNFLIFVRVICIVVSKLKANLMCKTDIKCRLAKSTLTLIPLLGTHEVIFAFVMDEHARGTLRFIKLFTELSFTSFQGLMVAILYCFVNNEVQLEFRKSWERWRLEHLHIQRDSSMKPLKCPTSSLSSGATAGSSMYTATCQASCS
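Seeding at 200 cells/uL, 12 h culture, 24 hr compound treatment, then luciferase reagent and a luminescence read; cells are HEK293 stably expressing a constitutively active GLP-1R plus cAMP-responsive luciferase.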
GLP1R cytotox: cytotoxic in the GLP-1 receptor inverse agonist counter-screen | Potency, µM (top dose mostly 38.3 µM), for inactives: at the top dose activity change, negative = inhibition, usual class: inhibitors | AID 624418 | 0.13% of 410,000 active | HEK293 cAMP-luciferase reporter cells, luminescence, 24 h;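 also: loss of luciferase light is scored as toxicity; potency is read from the fitted curve at half-maximal effect; % is scaled to controls: 0 for no effect and ±100 for the full control effect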
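Compound-treated cells are incubated 24 hr at 37 deg C under 5% CO2 after a 12 hour attachment period, then luciferase detection reagent is added and luminescence is measured following 12 min at room temperature; lowered signal indicates toxicity.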
DRD3 antagonist: blocks the human D3 dopamine receptor. P35462. D3R cells, DiscoveRx beta-arrestin luminescence, antagonist mode; stronger effect = lower value. max response, negative = inhibition, %. 2.5% of 360,000 active; in the data active = max response below about -50%; inconclusive = no clear call, values can overlap the other calls; also: % is scaled to controls: 0 for no effect and ±100 for the full control effect; mostly tested at two doses, the higher about 12 µM
Target sequence (P35462 whole entry, looked up): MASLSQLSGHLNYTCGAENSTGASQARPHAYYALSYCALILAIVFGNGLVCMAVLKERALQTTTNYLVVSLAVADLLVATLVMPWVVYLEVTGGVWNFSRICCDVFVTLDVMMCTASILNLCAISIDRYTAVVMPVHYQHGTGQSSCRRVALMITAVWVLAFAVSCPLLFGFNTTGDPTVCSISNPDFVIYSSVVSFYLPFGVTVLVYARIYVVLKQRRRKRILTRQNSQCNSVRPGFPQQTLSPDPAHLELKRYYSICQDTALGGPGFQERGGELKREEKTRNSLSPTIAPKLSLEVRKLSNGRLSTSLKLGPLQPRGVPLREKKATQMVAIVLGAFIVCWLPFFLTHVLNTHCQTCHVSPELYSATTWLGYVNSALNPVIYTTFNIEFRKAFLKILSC
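Cells plated overnight at 1500 cells/well, then exposed to library compounds with dopamine controls for 90 minutes at 37 degrees C. DiscoveRx reagent added for 30–60 minutes at room temperature; luminescence read, quantitative HTS format.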
D3 ag: agonists of human D3 dopamine receptor; 0.58% of 410,000 active; max activation, %; D3R DiscoveRx beta-arrestin cells, luminescence, 90 min; in the data active = max activation above about 30%; also: 0% is about no effect; mostly tested at two doses, the higher about 12 µM
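Agonist-mode cell screen: cells plated at 1500/well and incubated overnight at 37 °C, then exposed to library compounds for 90 min at 37 °C. Detection reagent was added for 30–60 min at room temperature, and luminescence was read.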
GLP1R ag: GLP-1 receptor (human) agonism; HEK293 GLP-1R CRE-luciferase, luminescence, 4-6 h; cells express a hypersensitive GLP-1R form; Potency, µM (titrated, usually from 45.6 µM), for the others: top-dose activation, usual class: activators; 0.007% of 380,000 active; also: potency is read from the fitted curve at half-maximal effect; % of control where 0% means no effect
PTHR1 agonist: agonists of human PTHR1 parathyroid hormone receptor; Q03431; HEK293 GP2 PTHR1 cells, GloSensor cAMP luminescence, 1 h; Potency, µM (top dose mostly 115 µM), for inactives: top-dose activation, usual class: activators; 0.075% of 410,000 active; also: potency is read from the fitted curve at half-maximal effect; nearly all actives have a fitted effect of over 55% in size; some results filed as inactive show a strong effect at the top dose; inactives centre near -15; many of its hits are not listed in these tables
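HEK-293-derived GP2 cells expressing PTHR1 and a GloSensor cAMP reporter, 3,000/well, plated overnight, given luciferin plus IBMX (each 0.5 mM as added) for 1 h at 37 °C, then compound for 1 h at 37 °C. Luminescence was read after 15 min at room temperature.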
aSyn yeast inh: alpha-synuclein toxicity inhibition in yeast; Potency, µM (series often up to 46.1 µM), for the others: at the highest dose growth rescue (activation), actives largely listed as activators; 0.14% of 370,000 active; Yeast expressing alpha-synuclein, growth rescue, BacTiter-Glo, 24 h; AID 652106; also: potency is read from the fitted curve at half-maximal effect; % of control where 0% means no effect; nearly all actives have a fitted effect of over 65% in size
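Galactose-induced alpha-syn yeast (OD600=0.02, raffinose-pregrown) + pinned cpd, 24 hr, 30 deg C; growth by BacTiter-Glo luminescence. Growth restoration scores as activation.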
* hit, by the source's call; i = inactive; ? = inconclusive; · = no result given; & = joins results of further samples; [ ] = remark or other dose. Unless noted, calls follow the shape of the dose curve; as a rule, active = well fitted curve in the direction sought with a large enough effect; inconclusive = small, poorly fitted or top-dose-only effect, or another doubt; inactive = no such curve, though single readings can be large; an effect the other way counts as inactive or inconclusive. This is a subset, so the mix of outcomes need not match the whole.

No.	Structure	TDP43 rescue	KB-V1 MDR tox	GLP-1R inv ag	GLP1R cytotox	DRD3 antagonist	D3 ag	GLP1R ag	PTHR1 agonist	aSyn yeast inh
1	CCOC(=O)N1CCc2c(sc3ncn(C)c(=O)c23)C1	23%	?	27%	6%	1	6	11%	i	-13%
2	CCCn1cc(CN2CCC(n3nccc3NC(=O)CCOc3ccccc3)CC2)c(C)n1	-6%	1%	6%	-5%	10	-16	-2%	i	1%
3	COc1ccc(NS(=O)(=O)c2ccc3c(c2)NC(=O)CO3)c(OC)c1	-16%	1%	1%	-11%	6	4	-1%	-75%[inhibitor]	-3%
4	CSCC[C@H]1COC[C@@H](Cc2ccccc2)N1c1ccccc1	12%	-8%	?	?	?	-5	-5%	-23%	1%
5	CC(=O)Nc1ccc(C(=O)N/N=C/c2ccccc2OC(=O)c2ccc(Cl)cc2)cc1	13%	-25%	?	15%	-2	-7	-6%	i	5%
6	COc1ccc(OC)c(NC(=O)Nc2nnc(N3CCCCC3C)s2)c1 (stereo not given)	4%	-19%	?	-11%	8	10	?	-4%	7%
7	COc1ccc(OC)c(CCNC(=O)Cn2cccc2C(=O)c2ccccc2)c1	7%	8%	?	-20%	-27	-4	-5%	-24%	1%
8	Cc1onc(-c2ccccc2)c1CNC(=O)Nc1ccc(F)cc1F	0%	-17%	?	10%	-15	-1	-1%	-35%	-17%

2 compounds from above with just KB-V1 MDR tox.
# | SMILES | KB-V1 MDR tox
1 | CCOC(=O)N1CCc2c(sc3ncn(C)c(=O)c23)C1 | ?
8 | Cc1onc(-c2ccccc2)c1CNC(=O)Nc1ccc(F)cc1F | -17%

Later entries.
No.	Structure	TDP43 rescue	KB-V1 MDR tox	GLP-1R inv ag	GLP1R cytotox	DRD3 antagonist	D3 ag	GLP1R ag	PTHR1 agonist	aSyn yeast inh
9	CCOC(=O)C1=C(C)N2C(=C(C#N)[C@@H]1c1ccc(C(=O)OC)cc1)SC[C@@]2(O)C(C)(C)C	-4%	?	?	121%[activator]	-4	-6	11%	-7%[57.5 µM]	0%
10	CCCCN(CCCC)Cc1cc(=O)oc2cc(OC)ccc12	10%	-7%	?	1%	0	-21	8%	-1%	-4%
11	COC(=O)c1c(NS(=O)(=O)Cc2ccccc2)sc2c1CCCC2	0%	?	?	2%	-7	-6	-1%	-10%[57.5 µM]	?
12	Cc1cccc(-c2nc(CSCC(=O)N3CCN(c4cccc(C)c4C)CC3)c(C)o2)c1	8%	·	5%	2%	·	29	·	-90%[inhibitor]	·
13	Cc1[nH]c2ccccc2c1C(=O)COC(=O)C1CC(=O)N(Cc2ccco2)C1 (stereo not given)	-9%	5%	16%	26%	-1	-6	0%	-79%[inhibitor]	0%
14	COc1ccc2c(CNCCc3ccco3)c(C(=O)O)n(Cc3ccccc3)c2c1	-4%	-21%	7%	-13%	·	-1	1%	-10%	·
15	N#Cc1nc(COc2ccc(-c3ccccc3)cc2)oc1NCc1cccnc1	?	?	?	11%	34	4	2%	-15%[57.5 µM]	-2%
16	CCOC(=O)c1cc2c(=O)n3ccccc3nc2n(C(C)C)c1=NC(=O)c1c(-c2c(F)cccc2Cl)noc1C	6%&0%	?	14%&101%	106%&36%[activator]	-6	-10&1	0%	-33%&-22%[inhibitor]	2%
17	CC(C)c1ccc(S(=O)(=O)c2nnn3c2nc(NCc2cccs2)c2sccc23)cc1	25%	·	8%	-14%	·	9	·	-23%	·
18	O=C(Nc1cccc(F)c1)C1CCN(c2nnnn2-c2ccccc2)CC1	-1%	?	-3%	3%	17	-1	7%	-7%[57.5 µM]	-3%
19	CC(C)(C)c1ccc(Cc2n[nH]c(=S)[nH]c2=O)cc1	?	0%	-15%	-10%	-24	-5	2%	-64%[inhibitor]	-19%
20	c1ccc2c(CNCCN3CCOCC3)cccc2c1	-8%	-22%	-19%	-9%	-25	-21	4%	i	-1%
21	COc1ccc(-c2c(-c3cc(OC)cc(OC)c3)n(C)c3ccc(-c4ccc(OC)nc4)cc23)cc1	8%	-12%	-12%	-34%	-22	-3	-3%	-45%[inhibitor]	2%
22	O=C(CNC(=O)c1ccco1)OCC(=O)c1ccc(Br)cc1	-2%	15%	-17%	-5%	2	0	7%	i	6%
23	C/C(=N\NC(=O)C1CC1c1ccccc1)c1cccc([N+](=O)[O-])c1 (stereo not given)	7%	15%	1%	-22%	-11	-5	29%	?	-1%
24	O=C(Cc1cccs1)N(c1ccccc1)C1C=CS(=O)(=O)C1 (stereo not given)	-3%	-11%	1%	-15%	-8	1	-5%	-6%[57.5 µM]	0%

Part of the list above, with one line to a screen.
21) COc1ccc(-c2c(-c3cc(OC)cc(OC)c3)n(C)c3ccc(-c4ccc(OC)nc4)cc23)cc1
22) O=C(CNC(=O)c1ccco1)OCC(=O)c1ccc(Br)cc1
23) C/C(=N\NC(=O)C1CC1c1ccccc1)c1cccc([N+](=O)[O-])c1 (stereo not given)
24) O=C(Cc1cccs1)N(c1ccccc1)C1C=CS(=O)(=O)C1 (stereo not given)

| assay / compound | 21 | 22 | 23 | 24 |
| --- | --- | --- | --- | --- |
| TDP43 rescue | 8% | -2% | 7% | -3% |
| KB-V1 MDR tox | -12% | 15% | 15% | -11% |
| GLP-1R inv ag | -12% | -17% | 1% | 1% |
| GLP1R cytotox | -34% | -5% | -22% | -15% |
| DRD3 antagonist | -22 | 2 | -11 | -8 |
| D3 ag | -3 | 0 | -5 | 1 |
| GLP1R ag | -3% | 7% | 29% | -5% |
| PTHR1 agonist | -45%[inhibitor] | i | ? | -6%[57.5 µM] |
| aSyn yeast inh | 2% | 6% | -1% | 0% |

New compounds follow.
No.	Structure	TDP43 rescue	KB-V1 MDR tox	GLP-1R inv ag	GLP1R cytotox	DRD3 antagonist	D3 ag	GLP1R ag	PTHR1 agonist	aSyn yeast inh
25	O=c1cc(CSc2nnnn2-c2ccccc2)nc2scc(-c3ccccc3)n12	8%	-16%	-18%	72%[activator]	0	1	0%	-68%[inhibitor]	7%
26	O=C(CCN1CCOCC1)N1CCCC(Nc2ccc(F)cc2)C1 (stereo not given)	11%	?	-14%	8%	1	1	-4%	i	-17%
27	O=C(CSc1nnc(C2CCCCC2)o1)N1CCCCC1	0%	-2%	-5%	-5%	-13	3	14%	-23%	-9%
28	COc1ccc(CC(=O)NNC(=S)NC(=O)c2cccnc2)cc1	-6%	-28%	3%	7%	24	1	-5%	?	-1%
29	COC(=O)c1ccc2nc(-c3ccco3)c(Cc3ccccc3)n2c1	?	0%	-9%	5%	0	-14	5%	-41%[inhibitor]	20%
30	O=C(O)CC(NS(=O)(=O)Cc1ccccc1)c1cccc([N+](=O)[O-])c1 (stereo not given)	-4%	15%	2%	-8%	2	-14	3%	i	-1%
31	C=CCOc1ccc(C2NC(=S)NC3=C2CCc2ccccc23)cc1 (stereo not given)	22%	15%	?	-27%	-1	-5	10%	-10%	20%
32	CCN(Cc1nc(-c2ccc(OC)cc2)no1)C(=O)c1ccoc1C	13%	10%	-29%	5%	5	3	13%	-12%	0%
33	O=C(NCc1nc2ccccc2[nH]1)C1=C[C@H](C2CCCCC2)C[C@H](OCCCCO)O1	9%	0%	-8%	-31%	21	-19	-1%	-11%	-6%
34	CCOC(=O)c1nc(Nc2ccccc2CC)c2ccccc2n1	10%	-20%	8%	9%	-8	-12	19%	i	-4%
35	Cc1cc(C)nc(SCc2nnc(SCC(=O)Nc3nc(-c4ccccc4)cs3)n2-c2ccccc2)n1	1%	-7%	?	-12%	10	-2	-5%	-10%[57.5 µM]	5%
36	CC(C)Cc1ccc(C(=O)NCCOc2ccccc2)o1	14%	4%	11µM*	0%	5	3	12%	-11%	2%
37	Cc1ccc(Oc2ncccc2C(=O)NCC(=O)O)cc1	-16%	15%	25%	0%	?	-7	-8%	i	-7%
38	O=C(Nc1ccc(-n2cnnn2)cc1)C1CCCCC1	9%	15%	-27%	-3%	27	-2	18%	-11%[57.5 µM]	-3%
39	O=C(NCCN1CCOCC1)c1ccc(S(=O)(=O)Nc2ccccc2)cc1	14%	9%	1%	5%	21	-1	-5%	1%	-6%
40	COc1ccccc1NC1C=CS(=O)(=O)C1 (stereo not given)	13%	29%	0%	0%	-3	0	-4%	i	2%
41	CC(=O)N=c1sc(S(N)(=O)=O)nn1C	26%	-23%	15%	0%	-121*	-91&7	-1%	-18%	0%
42	CC(C)OP(C)(=O)CN1CCN(CP(C)(=O)OC(C)C)CC1 (stereo not given)	-18%	3%	5%	8%	7	11	-1%	-6%[57.5 µM]	-1%
43	O=C(C1CCCN(S(=O)(=O)c2ccc(Br)s2)C1)N1CCN(c2ccccc2F)CC1 (stereo not given)	20%	?	8%	-1%	·	12	·	-7%	·
44	O=S(=O)(NN=Cc1cccc(Cl)c1)c1ccccc1	5%	0%	5%	1%	-12	2	4%	-61%[inhibitor]	10%
45	Cc1ccc(S(=O)(=O)Oc2ccc(C)cc2/C=N/N=C2\NC(=O)C(C)S2)cc1 (stereo not given)	-6%	-14%	?	?	3	-2	-8%	-6%[57.5 µM]	5%
46	CC1(C)C2CCC1(C)C(OC(=O)CNc1ccccc1)C2 (stereo not given)	2%	-2%	?	-11%	5	1	12%	-5%	3%

Source: PubChem BioAssay (National Center for Advancing Translational Sciences (NCATS))
